# Screens as filed in PubChem.
# AmpC inh det: blocks E. coli AmpC beta-lactamase in presence of detergent. AID 584. 0.09% of 71,000 active. P00811. purified AmpC, nitrocefin hydrolysis with detergent. Potency, µM (highest dose often 28.7 µM), for the others: at the highest dose activity change, negative = inhibition; active = well fitted curve in the direction sought with a large enough effect; inconclusive = small, poorly fitted or top-dose-only effect
# Target sequence (P00811 whole entry, looked up): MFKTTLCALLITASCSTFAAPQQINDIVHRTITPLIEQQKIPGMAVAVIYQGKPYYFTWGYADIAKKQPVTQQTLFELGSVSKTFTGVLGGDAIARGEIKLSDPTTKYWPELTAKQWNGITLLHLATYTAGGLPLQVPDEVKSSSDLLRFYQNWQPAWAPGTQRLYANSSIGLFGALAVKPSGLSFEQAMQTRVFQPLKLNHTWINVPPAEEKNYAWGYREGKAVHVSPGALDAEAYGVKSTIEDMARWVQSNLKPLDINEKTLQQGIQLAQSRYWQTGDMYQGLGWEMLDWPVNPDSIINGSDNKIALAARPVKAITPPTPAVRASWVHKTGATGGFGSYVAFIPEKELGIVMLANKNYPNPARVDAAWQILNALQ
#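 E. coli AmpC (5.3 nM) in 20 mM phosphate pH 7.0 with 0.01% Triton X-100, preincubated 15 min RT with compound; nitrocefin (2 uL of 800 uM stock) hydrolysis followed by 480 nm absorbance every 20 s over 4 min.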
# * marks the source's active call; other numbers are inactive results; ? = inconclusive; & = joins results of further samples; [ ] = remark or other dose. % is set by controls: 0 for no effect and ±100 for the full control effect; potency is the fitted concentration of half-maximal effect. This is a subset (hit frequency here may not be typical).
Compound,AmpC inh det
COCCn1nnnc1CN1CCC(NC(=O)c2ccc(Br)cc2)CC1,1%
CC(=O)C1=C(O)C(=O)N(CC(=O)O)C1c1ccccc1Cl (stereo unspecified),8%
O=C(c1cccc(Cl)c1Cl)N1CCN(c2ccccn2)CC1,-2%
CCOC(=O)CSc1nc2c(c(=O)n(Cc3ccccc3Cl)c(=O)n2C)n1C,21%
COCC(=O)n1nc(-c2ccccc2)nc1NCc1ccc(F)cc1,-7%
Cc1ccc2nc(C3CCN(C(=O)NCc4ccccc4)CC3)[nH]c2c1,1%
CC(=O)Nc1ccc(S(=O)(=O)n2cnc(C)c2)cc1,7%
Cc1cccc(N2CC(c3nc4ccccc4n3C)CC2=O)c1C (stereo unspecified),14%
COC(=O)c1ccc(C)c(NC(=O)CN2C(=O)c3ccccc3S2(=O)=O)c1,-3%
O=C(NCc1nc2ccccc2[nH]1)c1cc2ccccc2oc1=O,-5%
Cc1ccc(CN2C3=NC(=O)CN3c3ccccc32)cc1,-1%
O=C(Nc1ccc2c(c1)OCO2)C(c1ccccc1)N1CCC2(CC1)OCCO2 (stereo unspecified),21%
Cc1ccc(-c2nc(CS(=O)CC(=O)NCCCN3CC(C)CC(C)C3)c(C)o2)cc1 (stereo unspecified),14%
O=S1(=O)N(CCN2CC=C(c3c[nH]c4cc(F)ccc34)CC2)c2cccc3c2N1CCC3,-2%
O=C1C(=C2CCCCC2)SC(=S)N1Cc1ccco1,-2%

# By substructure, the entries above with fluorine.
Compound,AmpC inh det
COCC(=O)n1nc(-c2ccccc2)nc1NCc1ccc(F)cc1,-7%
O=S1(=O)N(CCN2CC=C(c3c[nH]c4cc(F)ccc34)CC2)c2cccc3c2N1CCC3,-2%

# 5 entries from above, arranged by formula weight, high to low.
Compound,AmpC inh det
Cc1ccc(-c2nc(CS(=O)CC(=O)NCCCN3CC(C)CC(C)C3)c(C)o2)cc1 (stereo unspecified),14%
COCCn1nnnc1CN1CCC(NC(=O)c2ccc(Br)cc2)CC1,1%
COC(=O)c1ccc(C)c(NC(=O)CN2C(=O)c3ccccc3S2(=O)=O)c1,-3%
Cc1cccc(N2CC(c3nc4ccccc4n3C)CC2=O)c1C (stereo unspecified),14%
O=C1C(=C2CCCCC2)SC(=S)N1Cc1ccco1,-2%

# The listing continues.
Compound,AmpC inh det
CCN(CC)CCOc1cc2c(nn1)Oc1ccccc1N2C,12%
CCc1cc2c(=O)c(-c3nc4ccccc4[nH]3)coc2c(CN2CCC(C)CC2)c1O,9%
Cc1ccc(-c2cc(-c3ccccc3Cl)c(C#N)c(N)n2)o1,-4%
CCOC(=O)c1c(NC(=O)CSc2nnc(-c3ccco3)o2)sc(C(C)=O)c1C,-5%
CCOc1cc(-c2nn3cnnc3s2)cc(OCC)c1OCC,1%
CCCCCC(N)=O,14%
CN1C(=O)CCC1(O)c1ccccc1 (stereo unspecified),8%
CC(C)c1cc(NC(=O)C(C)(C)C)cc(C(C)C)c1O,-2%
COc1ccc(OC)c(-n2nnnc2SCC(=O)Nc2ccc3c(c2)OCCO3)c1,1%
CCOC(=O)Cc1csc(NS(=O)(=O)Cc2ccccc2)n1,-4%
O=C(NCc1cccc(F)c1)C1CCN(S(=O)(=O)Cc2ccccc2)CC1,-3%
COc1cccc(-c2ccc3ncnc(NCCc4c[nH]c5ccc(OC)cc45)c3c2)c1,8%
CC12CCC(C(=O)N3CCCCC3)(CC1=O)C2(C)C (stereo unspecified),6%
CCOC(=O)C1=C(C)C(c2ccc(OC)cc2OC)NC(=O)N1 (stereo unspecified),10%
O=C(Nc1sc2c(c1C(=O)O)CCCCC2)c1ccco1,8%

# A few values from the list.
# CC12CCC(C(=O)N3CCCCC3)(CC1=O)C2(C)C (stereo unspecified) in AmpC inh det: 6%
# O=C(NCc1nc2ccccc2[nH]1)c1cc2ccccc2oc1=O in AmpC inh det: -5%
# Cc1ccc2nc(C3CCN(C(=O)NCc4ccccc4)CC3)[nH]c2c1 in AmpC inh det: 1%
# O=C(c1cccc(Cl)c1Cl)N1CCN(c2ccccn2)CC1 in AmpC inh det: -2%

# The listing picks up; the three compounds before the break are reprinted first.
Compound,AmpC inh det
CC12CCC(C(=O)N3CCCCC3)(CC1=O)C2(C)C (stereo unspecified),6%
CCOC(=O)C1=C(C)C(c2ccc(OC)cc2OC)NC(=O)N1 (stereo unspecified),10%
O=C(Nc1sc2c(c1C(=O)O)CCCCC2)c1ccco1,8%
CSc1nc(N)c2ncn([C@@H]3O[C@@H](COP(=O)(O)OP(=O)(O)O)[C@@H](O)[C@H]3O)c2n1,-2%
CCOC(=O)c1cn(CC(=O)Nc2ccc(CC)cc2)nn1,10%
COc1cccc(CNC(=O)C(CCSC)NS(=O)(=O)c2ccc3c(c2)oc(=O)n3C)c1 (stereo unspecified),10%
CC(C)OCC(O)Cn1c(N2CCCC2)nc2c1c(=O)[nH]c(=O)n2C (stereo unspecified),10%
CC(=O)NC1CC2CCCC(C1)N2C(=O)Nc1ccc(Cl)c(C(F)(F)F)c1 (stereo unspecified),6%
CCN(C(=O)c1coc(=O)c(Br)c1)c1ccc2c(c1)OCO2,-6%
CC(C)NC(=O)N1CCCC2(CCN(C(=O)c3cccc(F)c3)CC2)C1,-1%
Cc1csc(NC(=O)CCCSc2nc3ccccc3s2)n1,2%
COc1cccc(Cn2c(=O)cnc3cnc(Nc4cccc(OC)c4)nc32)c1,2%
O=C1CCC(C(=O)Nc2ccc(OC(F)F)cc2)N1 (stereo unspecified),18%
Cc1nc(NC(=O)CSc2nc3cccnc3n2C2CCCCC2)sc1C,15%
Cc1cc(CN2CCN(CCC#N)CC2)c(O)c(C2(C)CCCCC2)c1,-8%
CCn1c(C(=O)N2CCc3ccccc3C2)cc2sccc21,9%
Cc1ccc(Cl)cc1N1CCN(C(=O)COc2ccc(S(=O)(=O)NC(C)C)cc2)CC1,11%
CCN1C(=O)c2ccc(C(=O)NCc3ccccc3)cc2C1=O,-2%

# The listing continues.
Compound,AmpC inh det
CCCc1cc(C(=O)NC2CCCCC2)no1,5%
c1ccc(Cc2nnc3sc(-c4ccccn4)nn23)cc1,2%
CCS(=O)(=O)N1CCN(c2nc(-c3ccccc3)cs2)CC1,11%
CCC(=NC1CC1)c1c(O)n(-c2ccc(OC)cc2)c(=O)[nH]c1=O,-3%
Cc1noc(C)c1C(=O)N1CCC2(CCCN(C(=O)Nc3cccc(F)c3)C2)CC1,0%
Cc1ccc(N(C(=O)C2CCCC2)C2C=CS(=O)(=O)C2)cc1C (stereo unspecified),-1%
O=C(c1cccn2c(=O)c3ccccc3nc12)N1CCN(c2ccccn2)CC1,-4%
Cn1ccnc1P(=S)(c1nccn1C)N1CCOCC1,-4%
COCCNS(=O)(=O)c1ccc(C2CNC(=O)C2)cc1 (stereo unspecified),12%
CC(C)(C)OC(=O)N[C@@H](Cc1ccccc1)c1nnc(SCC(=O)O)o1,12%
C[C@](N)(C(=O)O)c1ccc(-c2nn[nH]n2)cc1,1%
CC(C)OC(=O)CSc1n[nH]c(-c2cccnc2)n1,-5%
Cc1cc(NC(=O)c2cc3nc(C4CC4)cc(C(F)(F)F)n3n2)no1,-7%
CCc1ccc2nc(N3CCN(C)CC3)c(C#N)cc2c1,-2%
COCCn1c(SCC(N)=O)nc2c(c1=O)SC(C)C2 (stereo unspecified),9%

# The list goes on.
SMILES,AmpC inh det
Cc1cc(Nc2ccc(Br)c(C)c2)n2nc(C)nc2n1,3%
CC(=O)Nc1ccc(OCC(O)CN2CCN(c3cc(Cl)ccc3C)CC2)cc1 (stereo unspecified),-6%
COc1cccc(C2CC(c3ccccc3Cl)Nc3nc(N)nn32)c1 (stereo unspecified),-3%
NC(=O)c1ccc([N+](=O)[O-])cc1,9%
OC(COCc1cccs1)CN1CCN(c2ccccn2)CC1 (stereo unspecified),-3%
COc1ccc(C2NCc3ccc4c(c3-n3cccc32)OCO4)cc1OC (stereo unspecified),-3%
CCCc1cc(=O)n2[nH]c(NCc3ccccc3Cl)nc2n1,-2%
COc1ccc(NC(C)=O)cc1NC(=O)CSc1nnc(-c2ccccc2)n1N,-4%
O=C1OCCN1/N=C\c1ccc([N+](=O)[O-])o1,0%[12.8 µM]
CC(C)c1nnc(NC(=O)CCC(=O)Nc2ccc(F)cc2)s1,-3%
COC(=O)c1ccc(COc2ccc3c(C)c(C)c(=O)oc3c2)o1,-1%
Oc1ccccc1-c1nnc(SCCN2CCOCC2)n1Cc1ccccc1,-4%
COc1cc2cc(C(=O)Nc3ccccc3)c(N)nc2cc1OC,19%
CCOC(=O)C1CCCN(C(=O)COC(=O)c2cc(=O)c3ccccc3o2)C1 (stereo unspecified),-4%
CCOC(=O)c1[nH]cnc1C(=O)Nc1ccncc1,-7%

# More compounds follow:
SMILES,AmpC inh det
CC(C)CC(C(=O)Nn1cnnc1)N1C(=O)c2ccccc2C1=O (stereo unspecified),-2%
Oc1ccc(O)cc1,11%&0%
COc1ccc2c(c1)OC(O)(C(F)F)CC2=O (stereo unspecified),6%
Cc1ccc(-n2nnc3c(=O)n(CC(=O)NCc4ccco4)cnc32)cc1,7%
O=C(CC12CC3CC(C1)CC(CC(=O)NC1=NCCS1)(C3)C2)NC1=NCCS1,-4%
COCC(C)NC(=O)c1ccc(Cl)c(Cl)c1 (stereo unspecified),-5%
COC(=O)Nc1ccc2c(c1)N(C(=O)CCN1CCN3CCCC3C1)c1ccccc1S2 (stereo unspecified),-9%
Cc1ccc(S(=O)(=O)NCCNC(=O)CN2CCCC2)cc1,2%
CSc1sc(C)cc1C1C(C#N)=C(N)N(c2cccnc2)C2=C1C(=O)CCC2 (stereo unspecified),4%
Nc1ccn([C@@H]2CC[C@H](CO)O2)c(=O)n1,-4%[12.8 µM]
CCCNC(=O)Cn1cnc2sc(C(=O)N3CCCC(C(=O)OCC)C3)c(C)c2c1=O (stereo unspecified),-4%
Brc1ccc(-c2nn3c(Cc4ccccc4)nnc3s2)o1,-2%
CCOC(=O)c1c(NC(=O)c2cccs2)sc2c1CCCC2,11%
CC(C)CCn1c(Cl)nc2c1c(=O)n(C)c(=O)n2C,10%
CN(C)c1ccc(CN(C(=O)COc2ccccc2)C2CCS(=O)(=O)C2)cc1 (stereo unspecified),-1%

# (listing goes on)
SMILES,AmpC inh det
O=C(Cn1ncc2c3ccccc3n(Cc3ccccc3)c2c1=O)N1CCC2(CC1)OCCO2,10%
CC(C)C[C@@H](CC(=O)N[C@@H](CCCN)CC(=O)N[C@@H]1CCCC[C@H]1C(=O)N[C@H](CC(=O)N[C@@H](CCC(=O)O)CC(=O)O)Cc1c[nH]c2ccccc12)NC(=O)[C@@H]1CCCC[C@H]1N,-6%
O=C(NCCc1ccc(Cl)cc1)C1CCN(S(=O)(=O)N2CCCC2)CC1,0%
OC(COCC1COc2ccccc2O1)CN1CCN(c2ccccn2)CC1 (stereo unspecified),7%
Cc1cc(=O)oc2c1c(C)nn2-c1ccc(C(=O)OC(C)C)cc1,6%
Cc1ccc(C2C3=C(CCCC3=O)Nc3nc(SCC(=O)NCc4ccco4)[nH]c(=O)c32)cc1 (stereo unspecified),8%
O=C(Nc1ccccc1C(=O)N1CCOCC1)C1CCC(=O)N1C1CCCC1 (stereo unspecified),-7%
CCOC(=O)N1CCC(NC(=O)c2cc(C(=O)Nc3ccc(OC)c(OC)c3)ccc2CO)CC1,0%
CC(OC(=O)c1ccc2ccccc2n1)C(=O)Nc1ccc(N2CCOCC2)cc1 (stereo unspecified),0%
CCN1C(=O)C2(C(C#N)=C(N)Oc3c2c(C)nn3-c2ccccc2)c2ccccc21 (stereo unspecified),-1%
CC1CCN(C(=O)c2ccccc2NC(=O)c2cccc(S(=O)(=O)N3CCOCC3)c2)CC1,-3%
Cc1cc(Nc2ccccc2)n(-c2nc3ccccc3[nH]2)n1,1%
Cc1ccc(C(=O)OC2CCOC2=O)cc1NC(=O)c1ccco1 (stereo unspecified),12%
CCN(CC)CCNC(=O)C1CCC(=O)N1CCc1ccccc1 (stereo unspecified),-7%
CCOC(=O)/C=C1\SCC(=O)N1CC(=O)Nc1ccc2c(c1)CCC2,-3%

# (next part)
SMILES,AmpC inh det
CCCCSc1nc2c(cnn2-c2ccc(F)cc2)c(=O)[nH]1,12%
O=C(Cn1nnc(-c2ccc(CN3CCOCC3)cc2)n1)NC1CCCCC1,-2%
CCCOc1ccc(C(=O)N2CCCC2)cc1OC,-3%
COc1ccc(CCNC(=O)CN(C2CCCCC2)S(C)(=O)=O)cc1,-4%
O=C(Nc1ccc(F)cc1)c1ccc(S(=O)(=O)NCC2CCCO2)cc1 (stereo unspecified),0%
COCC(=O)N1CCC2(CCCN(C(=O)Nc3cccc(F)c3)C2)CC1,1%
CCc1ccc(NC(=O)CS(=O)CC(=O)Nc2ccc(F)cc2F)cc1 (stereo unspecified),-5%
COc1ccc(N(C)S(=O)(=O)c2c(C)[nH]c(=O)[nH]c2=O)c(OC)c1,-4%
CCC(C)c1ccc(NC(=O)C2CC2)cc1 (stereo unspecified),9%
N#Cc1ccc(Cn2c(=O)c(C#N)c3n(c2=O)CCC3)cc1,0%
COc1ccc(OCC(=O)N2CCN(C(=O)c3cccs3)CC2)cc1,-6%
COC(=O)c1ccc(Cn2cnc3c(cnn3-c3ccc(F)cc3)c2=O)o1,7%
O=C(O)CCC(=O)N1CCc2cc(S(=O)(=O)N3CCCCC3)ccc21,-4%
Nc1ccc2ncccc2c1,-3%
CCOC(=O)N1CCN(c2nc(SC)nc3sc4c(c23)CC(C)(C)OC4)CC1,?

# Going on with the list:
SMILES,AmpC inh det
Cc1c(C(=O)OC(C)C)[nH]c2c1C(=O)CC(C)(C)C2,-5%
Clc1ccc(OCc2nc(-c3ccncc3)no2)c(Cl)c1,-9%
Cc1nc(-c2cnn(-c3ccccc3)c2)c2cc(C)oc2n1,-7%
O=P(O)(O)c1ccccc1OCCOCCOc1ccccc1P(=O)(O)O,-6%
CC[C@@]1(O)C(=O)OCc2c1cc1n(c2=O)Cc2cc3ccccc3nc2-1,0%
CCN(CC)C(=O)CSc1nnc(-c2ccc(S(=O)(=O)NCc3ccccc3Cl)cc2)o1,12%
Cc1cccc(-c2noc(CCC(=O)Nc3ccccc3)n2)c1,-8%
